NCI-60 one-dose screen, 48 h, at 10 µM unless noted. Numbers give growth in % (100 = growth as untreated, 0 = no growth, -100 = all killed).
786-0 – 786-0 renal cancer cells. 81,000 tested, 5.1% active. AID 1794775
TK-10 – TK-10 renal cancer cells. 81,000 tested, 3.9% active. AID 1794769
UO-31 – UO-31 renal cancer. 81,000 tested, 5.2% active
SK-OV-3 – SK-OV-3 ovarian cancer cells. 80,000 tested, 3.2% active. AID 1794785
OVCAR-5 – OVCAR-5 ovarian cancer. 82,000 tested, 2.9% active. AID 1794783
SN12C – SN12C renal cancer cells; 81,000 tested, 3.8% active
OVCAR-4 – OVCAR-4 ovarian cancer cells | 80,000 tested, 3.7% active | AID 1794784
IGROV1 – IGROV1 ovarian cancer. 79,000 tested, 4.7% active
* = called active by the depositor; x = no result given. Rule for the calls: active = growth percent below 10; inactive = the rest. Rows were taken by chance. Share with any hit: about 8.7%.

SMILES	786-0	TK-10	UO-31	SK-OV-3	OVCAR-5	SN12C	OVCAR-4	IGROV1
OC1(c2ccccc2)CCN(c2ccc3nnc(Cl)n3n2)CC1	101	122	64	85	91	90	90	102
COc1ccc(/C(=C\c2cc(OC)c(OC)c(OC)c2)C(=O)Nc2nc3ccc(C)cc3s2)cc1	80	105	51	84	102	95	77	100
O=C(Nc1ccc2c(C(F)(F)F)cc(C(F)(F)F)nc2n1)c1ccccc1	99	115	91	122	96	102	107	104
CC(C)CC(C(=O)O)n1c(O)c(C=C2N=c3ccccc3=N2)sc1=S (stereo not given)	100	108	81	95	107	103	105	93
CCOC(=O)c1cnc2c(-c3nc4ccccc4s3)c(Nc3ccccc3)[nH]n2c1=O	54	81	72	94	77	72	78	97
N#C/C(=C\c1ccccn1)c1nc2cc(Cl)ccc2s1	x	119	44	63	97	65	71	42
O=C1/C(=C/c2ccc(Oc3ccccc3)cc2)N=C(c2ccccc2)N1CCc1cccs1	85	81	68	106	109	91	78	72
Nc1ccccc1C(=O)N/N=C/c1cccnc1	100	98	83	103	102	100	88	104
CNC(=S)N/N=C(/C)CCc1c(C)nn(C(=S)NC)c1C	108	107	69	107	115	92	93	93
O=S(=O)(Oc1ccccn1)c1ccc(Br)cc1	100	100	94	122	87	104	106	106
Nc1nc(Cl)cc(Nc2ccc(CCO)cc2)n1	99	100	86	98	110	104	104	103
C=C1CC[C@@H]2[C@](C)(COC(C)=O)[C@H](OC(C)=O)CC[C@@]2(C)[C@@H]1CC(Nc1ccc(S(=O)(=O)Nc2nc(C)cc(C)n2)cc1)C1=CCOC1=O (stereo not given in full)	103	111	71	112	103	38	65	81
NS(=O)(=O)c1ccc(N=Nc2c(O)n(CC(=O)Nc3ccc(Br)cc3)c3ccccc23)cc1	86	117	71	126	125	108	98	125
CN1C(=O)/C(=C/c2nccs2)SC1=S	105	162	79	105	96	76	84	64
NC(=O)C(O)Cc1nonc1-c1ccccc1 (stereo not given)	98	106	88	115	102	99	113	96
COC(=O)c1ccc(C(=Nc2ccc(N(C)C(=O)CN3CCN(C)CC3)cc2)c2c(O)[nH]c3ccc(C(=O)OC)cc23)cc1	36	52	38	0.8*	70	17	38	5.1*
O=C(Oc1ccccc1C1N(c2ccc(Cl)cc2)C(=O)C1(c1ccccc1)c1ccccc1)C(c1ccccc1)c1ccccc1 (stereo not given)	85	105	88	102	97	90	94	82
C=C1CC[C@@H]2[C@]3(C)COC(c4cn[nH]c4-c4ccc(C)cc4)O[C@@H]3CC[C@@]2(C)[C@@H]1C/C=C1/C(=O)OCC1O (stereo not given in full)	-64*	49	4.5*	80	20	7.1*	32	24
COc1ccc(C(=O)C[n+]2cccc3cc[nH]c32)cc1OC	x	104	76	106	97	95	101	96
Nc1ccc(S(=O)(=O)Nc2ccc(Cl)nn2)cc1	105	121	87	104	x	106	109	112
CSCCC(NC(=O)c1c(Cl)ccc(Cl)c1Cl)C(=O)O (stereo not given)	102	95	83	99	97	105	104	93
Cc1ccc(NC(=O)C#N)cc1	97	102	92	106	103	104	88	116
O=c1c2cccc(Br)c2[nH]c(=S)n1-c1ccc(S(=O)(=O)Nc2ccc(Cl)nn2)cc1	108	106	82	110	107	97	108	104
O=C(CN1CCN(c2cc(=O)[nH]c3ccc(F)cc23)CC1)Nc1ccccc1	98	98	76	110	100	103	103	103
C=C1C(=O)O[C@H]2[C@H]1CC/C(COC(=O)c1ccc(Br)cc1)=C\CC[C@@]1(C)O[C@@H]21	-61*	8.3*	-90*	111	1.2*	-22*	-14*	-58*
C/C(=C(/O)c1ccc(Cl)cc1)c1nc2ccc(Cl)cc2[nH]c1=O	99	107	61	111	100	82	61	75
Oc1ccc(/C=C2\SCc3cc4ccc(O)cc4[o+]c32)c(O)c1	101	109	80	115	109	97	104	104
CN(C)c1ccc(-c2ccc(-c3ccc(C(=N)N)cc3)s2)cc1	-64*	-88*	81	x	-55*	-50*	9.0*	-63*
CCOC(=O)C(=CNc1ccc2n[nH]nc2c1)C(=O)OCC	97	99	87	104	112	105	106	116
Cc1ccc(CCCC(=O)O)c(C)c1	99	95	91	98	95	98	98	108
CN1CCN(C(=O)CNc2nnc(-c3cccnc3SCc3ccccc3)s2)CC1	x	121	67	102	110	103	98	111
O=C1NC(=O)/C(=C\c2ccc3c(c2)OCO3)S1	98	90	100	88	99	x	109	109
COC(=O)Oc1ccc(Cl)cc1Cl	97	96	86	105	105	108	x	105
Cc1[nH]n(-c2ccccc2)c(=O)c1C=NC(=S)C(N)=S	104	125	85	96	109	105	104	112
CCOC(=O)c1cnnn1-c1cc(=O)[nH]c2ccc(C)cc12	101	111	68	83	101	97	92	98
C=CC(C)(O)CCC=C(C)C (stereo not given)	108	111	85	106	100	101	108	108
CC(C)NC(=O)[C@H](O)[C@@H](N)Cc1ccccc1	96	97	94	105	96	96	110	100
COc1ccc(/C(C#N)=C2C=C/C(=N\O)C(C)=C/2Cl)cc1	113	124	97	122	121	95	91	104
O=c1oc2ccccc2cc1-c1cn2nc(-c3coc4ccccc4c3=O)sc2n1	104	x	80	93	107	94	116	96
C=C(C)[C@H]1CC2=C(C(=O)OC)C=C(/C=C(\C)C[C@H]3C=C(CC1=O)C(=O)O3)O2	98	105	86	106	107	99	104	101
CCn1cc(C2NC(=O)c3ccccc3N2)c2cccc(C)c21 (stereo not given)	39	34	39	33	20	24	26	14
COc1nc(Nc2ccc(C(C)C)cc2)nc(OC)n1	96	105	79	107	118	96	92	89
COc1ccc(-c2nc(N/N=C/c3ccc[nH]3)nc(N3CCOCC3)c2C#N)cc1	60	85	58	92	101	75	79	49
Cc1ccc(S(=O)(=O)OCCN(CCOS(=O)(=O)c2ccc(C)cc2)S(=O)(=O)c2ccc(C)cc2)cc1	88	131	77	105	112	101	92	103
COc1ccccc1-n1c(-c2cc3ccccc3nc2Cl)noc1=O	96	133	67	76	105	x	71	85
C[C@@]1(O)[C@H](c2ccccc2Br)OC(=O)N1CCc1ccc2c(c1)OCO2	104	93	85	94	116	103	104	105
NS(=O)(=O)c1ccc(CCn2c(SCC(=O)Nc3ccc(Br)cc3)nc3ccccc3c2=O)cc1	67	86	57	107	83	74	64	63
COc1ccc(C(=O)COc2ccc(/C=C3\Oc4ccccc4C3=O)cc2)cc1	98	136	-44*	103	97	97	99	x
O=C(NS(=O)(=O)c1ccccc1)n1ccc2cc(Br)cnc21	102	97	87	111	94	102	85	103
CCC(C)[C@@H]1NC(=O)[C@H](C(C)C)NC(=O)/C(C)=C/C(C)CC(C)CC(C)CC(C)CCC(C)OC1=O (stereo not given in full)	89	95	84	87	100	94	87	99
CC(=O)C1=C(C)NC(SCc2nnc(-c3ccc(Cl)cc3)o2)=NC1c1ccc(F)cc1 (stereo not given)	84	85	74	107	104	x	95	85
O=C(Nc1c(Cl)cccc1Cl)Oc1cccnc1	99	103	90	104	106	105	108	100
Cc1ccc2[nH]c(=O)cc(N/N=C\c3ccc(N(C)C)cc3)c2c1	96	123	68	84	114	92	121	81
COc1cc2oc(-c3cccc(NC(=O)c4cccc(Br)c4)c3)cc(=O)c2c(OC)c1OC	59	65	37	93	88	54	59	59
COc1cc(C)cc(-c2nn(CC(N)=O)cc2-c2ccnc(Oc3ccc[n+]([O-])c3)n2)c1	102	96	95	119	117	92	103	115
O=C1c2cc(Cl)ccc2Oc2cc([N+](=O)[O-])ccc2N1c1ccc(Br)cc1F	93	86	65	111	98	93	88	86
NS(=O)(=O)c1cccc(Nc2nc(SCC(=O)c3ccc(Br)cc3)nc3c2CCC3)c1	96	119	91	91	100	99	80	102
COCCOC(CC(F)F)c1ccc2ccccc2c1 (stereo not given)	104	105	91	108	101	97	x	104
COc1cc(NC(=O)CSc2nc3ccc(C)cc3c(=O)n2Cc2ccccc2)cc(OC)c1OC	43	55	71	40	96	83	24	74
CC(N)CCCCc1ccccc1 (stereo not given)	92	95	96	105	106	x	103	103

Part of the list above in order of molecular weight, falling.
SMILES	786-0	TK-10	UO-31	SK-OV-3	OVCAR-5	SN12C	OVCAR-4	IGROV1
CCOC(=O)c1cnc2c(-c3nc4ccccc4s3)c(Nc3ccccc3)[nH]n2c1=O	54	81	72	94	77	72	78	97
CSCCC(NC(=O)c1c(Cl)ccc(Cl)c1Cl)C(=O)O (stereo not given)	102	95	83	99	97	105	104	93
COc1ccc(C(=O)C[n+]2cccc3cc[nH]c32)cc1OC	x	104	76	106	97	95	101	96

Additional structures.
SMILES	786-0	TK-10	UO-31	SK-OV-3	OVCAR-5	SN12C	OVCAR-4	IGROV1
O=C(O)CSc1ccc(Cl)cc1	100	100	76	101	99	110	99	87
COc1cc(/C=C/C(=O)c2cccnc2Nc2ccc(F)cc2)cc(OC)c1OC	70	78	76	42	36	16	62	92
COc1cc2nc(Cl)nc(Nc3cccc(C4=Nc5c(N)nc(N)nc5NC(c5ccc(Br)cc5)C4)c3)c2cc1OC (stereo not given)	65	114	93	125	113	99	103	94
CC1CC2=C(CC1CNCCCN(C)C)C(C)(C)CCC2 (stereo not given)	80	86	72	95	77	69	57	90
CC(=O)/C(N=Nc1ccc2oc(=O)ccc2c1)=C(\C)O	38	24	15	37	51	36	50	32
Nc1ccc(CCc2ccc3ccccc3n2)cc1	102	104	103	110	109	103	99	108
COc1ccc(/C=C/c2nc3ccccc3n3c(-c4ccc(Cl)cc4)nnc23)cc1	89	106	66	98	102	92	81	67
COc1ccc(S(=O)(=O)NCCNc2cc(-c3cn(C(C)(C)C)nc3-c3ccccc3)ccn2)cc1	88	112	73	104	113	107	85	102
CC1CCCCC[N+]12CCCC2 (stereo not given)	97	100	89	98	106	101	113	102
CCOC(=O)CCN(CCC(=O)OCC)c1ccccc1	105	101	78	87	92	110	113	87
COC(=S)SCC(=O)c1ccc(Br)cc1	96	88	86	77	108	93	86	86
N#C/C(=C\c1ccc2ccccc2c1)c1cc2ccccc2[nH]1	41	76	49	64	61	50	88	48
COc1ccc(Cl)cc1NC(=O)c1cc2c(n1C)-c1nc(NC(=O)C(C)C)sc1CC2	88	92	77	83	108	95	66	104
CCOC(=O)c1c2ccc3cn(C)nc3c2c(C)n1Cc1ccccc1	90	95	75	113	x	99	86	106
CC1(C)O[C@@H]2[C@H]3OC(C)(C)O[C@H]3[C@@H](O)[C@H](O)[C@H]2O1	106	106	90	114	110	102	106	107
N#CC1=C(N)Oc2c(c(=O)[nH]c3ccc(Br)cc23)C12c1cc(Br)ccc1-c1ccc(Br)cc12	90	116	51	92	72	88	43	78
O=C(O)c1ccc(N=Cc2c(O)n(CC(=O)c3ccc(Cl)cc3)c3ccccc23)cc1	105	139	67	113	117	101	103	91
O=C(Cc1ccccc1)N/N=C\c1ccccc1	110	87	93	112	108	102	x	111
CC1(C)[C@@H](OC(=O)c2cccnc2)CC[C@]2(C)[C@H]3C(=O)C=C4[C@@H]5C[C@@](C)(C(=O)O)CC[C@]5(C)CC[C@@]4(C)[C@]3(C)CC[C@@H]12	99	98	87	103	105	98	99	99
Clc1ccc(C2=NN3C(C2)c2ccccc2OC3c2cccnc2)cc1 (stereo not given)	100	111	51	87	92	85	75	57
COc1ccc(N=C(C)C2C(=O)c3ccccc3C2=O)cc1	91	89	84	93	90	90	87	101
Nc1c(C(=O)O)c(Br)cc2c1C(=O)c1ccccc1C2=O	110	151	74	104	102	102	98	84
CCOC(=O)c1ccc(NC(=O)CN2CCN(c3cc(=O)[nH]c4ccc(F)cc34)CC2)cc1	104	99	98	108	94	100	106	103
O=C(/C=C/c1ccccc1)c1cccc(OCCCOc2cccc(C(=O)/C=C/c3ccccc3)c2)c1	93	107	74	109	111	94	92	85
Clc1ccc(-c2cc(-c3ccccc3)nc(N3CCN(CCCNc4ccnc5cc(Cl)ccc45)CC3)n2)cc1	-73*	41	-52*	106	34	-90*	9.8*	-62*
Cc1ccc(-c2nc3c(N)nc(N)nc3nc2N)cc1	94	111	115	117	118	112	98	134
Cc1cccc(F)c1C	99	107	87	100	102	99	102	105
CNC(=O)c1cc(-c2ccc(NC(=O)Nc3ccc(Cl)c(Cl)c3)cc2)nc2cccnc12	88	74	67	112	101	91	86	83
CN(C)C(=O)c1cccc(N)c1	101	x	97	116	102	96	98	107
NS(=O)(=O)c1ccc(-n2nc(-c3ccc(Cl)cc3)ccc2=O)cc1	93	123	92	94	100	109	100	x
O=C(CSc1nc2ccccc2[nH]1)Nc1ccccc1	97	105	59	94	99	89	94	95
O=C(Nc1ccc(-c2n[nH]c(=S)o2)cc1)c1ccccn1	97	118	68	104	110	97	101	95

Molecules shown so far that contain two or more sulfur atoms (10):
SMILES	786-0	TK-10	UO-31	SK-OV-3	OVCAR-5	SN12C	OVCAR-4	IGROV1
CC(C)CC(C(=O)O)n1c(O)c(C=C2N=c3ccccc3=N2)sc1=S (stereo not given)	100	108	81	95	107	103	105	93
CNC(=S)N/N=C(/C)CCc1c(C)nn(C(=S)NC)c1C	108	107	69	107	115	92	93	93
CN1C(=O)/C(=C/c2nccs2)SC1=S	105	162	79	105	96	76	84	64
O=c1c2cccc(Br)c2[nH]c(=S)n1-c1ccc(S(=O)(=O)Nc2ccc(Cl)nn2)cc1	108	106	82	110	107	97	108	104
CN1CCN(C(=O)CNc2nnc(-c3cccnc3SCc3ccccc3)s2)CC1	x	121	67	102	110	103	98	111
Cc1[nH]n(-c2ccccc2)c(=O)c1C=NC(=S)C(N)=S	104	125	85	96	109	105	104	112
Cc1ccc(S(=O)(=O)OCCN(CCOS(=O)(=O)c2ccc(C)cc2)S(=O)(=O)c2ccc(C)cc2)cc1	88	131	77	105	112	101	92	103
NS(=O)(=O)c1ccc(CCn2c(SCC(=O)Nc3ccc(Br)cc3)nc3ccccc3c2=O)cc1	67	86	57	107	83	74	64	63
NS(=O)(=O)c1cccc(Nc2nc(SCC(=O)c3ccc(Br)cc3)nc3c2CCC3)c1	96	119	91	91	100	99	80	102
COC(=S)SCC(=O)c1ccc(Br)cc1	96	88	86	77	108	93	86	86
